# TPT1 inh: Candida albicans TPT1 enzyme inhibitors, primary screen, biochemical, fluorescence polarization; recombinant caTPT1, FP RNA substrate dephosphorylation; inhibition, % at 5 µM; actives 0.81% (n = 300,000); tRNA 2'-phosphotransferase TPT1 (Candida albicans SC5314);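 active = inhibition above the mean of all tested compounds plus 3 SD, set per screening campaign, cut at about 24% in these data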;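 also: plate controls were DMSO alone for no effect and ferristatin control at 100 nM for full effect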
# EBNA-1 inh: EBNA-1 DNA-binding inhibitors, primary screen, biochemical, fluorescence polarization; inhibition, % at 14.8 µM; actives 0.34% (n = 300,000); AID 1950, 2009; in the data active = inhibition above about 28%
# Fh CTSL1 inh: Fasciola hepatica cathepsin L1 inhibitors, primary screen, counter-screen for PFM18AAP inhibitor project, biochemical, QFRET, fluorogenic peptide substrate. recombinant F. hepatica cathepsin L1, Z-Leu-Arg-MCA fluorescence. inhibition, % at 5.96 µM. actives 0.49% (n = 300,000). AID 1906, 2009;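 active = inhibition above the mean of all tested compounds plus 3 SD, set per screening campaign, cut at about 17% in these data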;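 also: 0% = plate median of test compound wells and 100% = 1 µM Z-Phe-Ala-diazomethylketone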
# GASC-1 inh: inhibitors of GASC-1 histone demethylase, primary screen, biochemical, fluorescence, DELFIA europium; Lysine-specific demethylase 4C (Homo sapiens), Q9H3R0; AID 2099, 2009; actives 0.069% (n = 330,000); GST-JMJD2C(1-420) H3K9me3 demethylation; inhibition, % at 2.35 µM;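 active = more than half of a compound's replicate wells show inhibition beyond 50%, single wells judged on their own value; inconclusive = some, but no more than half, of replicates pass 50% inhibition; inactive = no replicate passes 50% inhibition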;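 also: signal counts dimethyl H3K9 product captured on neutravidin plate; 0% = median of DMSO wells and 100% = 0.3 times that DMSO median; strong numbers were not always called active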
# Target sequence (Q9H3R0 1-420 limits assumed): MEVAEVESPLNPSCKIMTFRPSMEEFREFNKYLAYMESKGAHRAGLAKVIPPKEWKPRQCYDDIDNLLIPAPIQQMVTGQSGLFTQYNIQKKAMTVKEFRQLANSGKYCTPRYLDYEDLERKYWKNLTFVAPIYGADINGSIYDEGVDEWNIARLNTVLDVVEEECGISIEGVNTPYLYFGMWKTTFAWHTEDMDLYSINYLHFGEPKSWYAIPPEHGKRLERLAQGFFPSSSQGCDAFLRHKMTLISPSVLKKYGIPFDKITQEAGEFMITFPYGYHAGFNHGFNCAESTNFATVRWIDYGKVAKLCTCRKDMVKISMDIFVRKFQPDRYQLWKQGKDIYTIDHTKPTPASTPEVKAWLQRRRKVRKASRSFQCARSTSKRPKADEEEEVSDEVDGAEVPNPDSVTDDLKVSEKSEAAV
# core dimer inh: inhibitors of HCV core protein dimerization, primary screen, biochemical, TR-FRET, high-throughput; TR-FRET GST/Flag-core106 dimerization, 1536-well; inhibition, % at 5 µM; actives 0.33% (n = 300,000); AID 1899, 2009;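 active = inhibition above the mean of all tested compounds plus 3 SD, set per screening campaign, cut at about 45% in these data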
#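 System: GST-tagged and Flag-tagged HCV core protein residues 1-106 / Input: core106 proteins, GST 13.5 nM and Flag 17 nM / Buffer or medium: KF-containing HEPES buffer, pH 7.45, DTT, CHAPS, BSA / Probe or stimulus: Eu-anti-GST and XL665-anti-Flag labelled anti-tag antibodies / Schedule: 4 h, 22.5 °C incubation / Technique: TR-FRET 671 and 617 nm emission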
# PP1 inh: PP1-alpha phosphatase inhibitors, primary screen, counter-screen for PP5 inhibitor project, biochemical, fluorescence, OMFP substrate, single point; purified PP1alpha; inhibition, % at 6.7 µM; actives 0.9% (n = 320,000); AID 2235, 2010;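 active = inhibition above the mean inhibition of all tested compounds plus 3 SD, computed separately for each screening campaign, cut at about 15% in these data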
# Target sequence (P62136 whole entry, looked up): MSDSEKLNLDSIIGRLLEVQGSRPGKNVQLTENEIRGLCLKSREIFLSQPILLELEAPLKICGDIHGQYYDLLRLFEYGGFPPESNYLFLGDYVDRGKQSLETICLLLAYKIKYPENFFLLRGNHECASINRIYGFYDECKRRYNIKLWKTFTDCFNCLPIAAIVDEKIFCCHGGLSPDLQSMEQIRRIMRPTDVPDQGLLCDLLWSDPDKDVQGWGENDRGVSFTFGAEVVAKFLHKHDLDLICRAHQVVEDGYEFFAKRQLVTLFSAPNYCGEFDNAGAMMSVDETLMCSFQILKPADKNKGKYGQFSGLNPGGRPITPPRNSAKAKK
# PP5 inh: PP5 phosphatase inhibitors, primary screen, biochemical, fluorescence. Serine/threonine-protein phosphatase 5 (Homo sapiens), P53041. purified PP5c, OMFP substrate fluorescence. inhibition, % at 6.7 µM. actives 0.18% (n = 320,000). AID 1987, 2009;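 active = inhibition above the campaign's mean inhibition across all tested compounds plus 3 SD, cut at about 9.5% in these data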;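 also: 0% = DMSO only and 100% = 100 µM cantharidin control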
# Yeast superoxide: reduction of superoxide in aged yeast, primary screen, HTS. S. cerevisiae aged cells, superoxide DHE fluorescence; active compounds read low. superoxide response (% of plate mean), % at 10 µM. actives 0.18% (n = 330,000). AID 2690, 2010;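 active = superoxide response under a set limit, about three screen SD below normal, cut at about 65% in these data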;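 also: yeast aged for seven days with compound at 30 °C before DHE staining; 100% = average MFI of all compound-treated wells on the plate with controls excluded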
# ZTA DNA inh: blocks Epstein-Barr virus ZTA, an EBNA-1 counter-screen. P03206. actives 0.15% (n = 320,000). inhibition, % at 11 µM. ZTA-DNA binding, fluorescence polarization. AID 2234; in the data active = inhibition above about 33%
# Target sequence (P03206 whole entry, looked up): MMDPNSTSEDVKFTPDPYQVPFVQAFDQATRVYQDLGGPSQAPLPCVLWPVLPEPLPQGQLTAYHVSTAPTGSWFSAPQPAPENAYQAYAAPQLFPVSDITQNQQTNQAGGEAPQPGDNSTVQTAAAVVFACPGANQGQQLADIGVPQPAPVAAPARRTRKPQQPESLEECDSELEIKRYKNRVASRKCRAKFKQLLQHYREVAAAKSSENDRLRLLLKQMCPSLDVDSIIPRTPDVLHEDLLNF
# Active calls of the source: *; ? = inconclusive.
Molecule	TPT1 inh	EBNA-1 inh	Fh CTSL1 inh	GASC-1 inh	core dimer inh	PP1 inh	PP5 inh	Yeast superoxide	ZTA DNA inh
CCN(CC)C(=O)Cn1cc(S(=O)(=O)CC(=O)N2CC(C)OC(C)C2)c2ccccc21 (stereo not drawn)	-2.3	1.3	-7.9	-3.2	-1.7	-1.8	-2.8	91.8	-4.5
COCC1CCN(C(=O)c2ccc3oc(Cc4ccccc4)nc3c2)C1 (stereo not drawn)	1.1	2.4	-0.8	-1.7	6.8	0.3	2.9	88.1	-3.8
COc1ccccc1NC(=O)CSc1nnc(COc2ccccc2OC)n1C	0.7	-9.3	-0.6	-22.3	-3.4	-5.3	3.9	91.1	-2.9
CC1(C)C(=O)OC(C(=O)c2ccccc2)C(C)(C)C1=O (stereo not drawn)	2.8	0.3	0.7	25.4	1.6	0.2	-2.0	95.3	-6.1
Cc1nc2ccc([N+](=O)[O-])cc2c(=O)n1Cc1ccc(Cl)cc1	1.2	-10.2	-1.2	-8.1	-2.6	3.5	2.5	93.9	-19.2
CCc1ccccc1NC(=O)COc1ccc2c(c1)OCO2	0.1	3.0	-2.5	-2.2	-3.1	-1.0	-3.5	101.5	-13.3
FC(F)(F)COc1nc(N2CCCCC2)nc(N2CCNCC2)n1	0.9	-8.6	3.8	-4.5	-7.8	-1.6	1.0	99.3	-1.0
O=C(N/N=C\c1ccccn1)c1cccc(C(=O)N/N=C\c2ccccn2)n1	-1.1	-2.4	4.5	-20.7	-1.7	2.9	-1.3	95.6	-2.3
N/C(=N\OC(=O)CC1CCCCC1)c1cccc([N+](=O)[O-])c1	1.0	-2.7	0.5	13.2	-4.0	4.5	3.0	101.3	-14.0
Cc1ccc(N2C(=O)C(CC(=O)Nc3cccc(F)c3)N(C3CC3)C2=O)cc1 (stereo not drawn)	-3.4	-7.5	-1.1	2.9	1.2	-0.8	0.4	86.8	9.3
COc1ccc(C2=NOC(C(=O)Nc3ccc(C)cc3)C2)cc1OC (stereo not drawn)	-0.1	0.3	-1.3	-5.0	0.8	0.5	0.7	95.9	4.8
COCCn1c(SCc2nc3sc(C(=O)OC)c(C)c3c(=O)[nH]2)nc2ccccc21	25.9*	2.7	0.9	-1.9	8.5	-0.5	0.5	101.0	-0.9
O=C(CSc1nnc2nnc3ccccc3n12)N1CCOCC1	-11.5	-7.5	-0.6	0.3	-3.5	-2.2	2.8	74.2	1.6
Cc1ccc(C2(c3noc(CN(C)CC4COCCO4)n3)CCCC2)cc1 (stereo not drawn)	1.9	-2.6	-4.5	-2.7	0.4	5.2	-0.3	101.6	-4.2
CCOc1ccc(NC(=O)CN2CCC(n3cnc4cc(F)ccc43)CC2)cc1	-5.6	-2.8	-0.2	-1.9	1.2	1.1	0.3	93.7	14.3

# 3 of these compounds in a different format.
# Screens in order – TPT1 inh	EBNA-1 inh	Fh CTSL1 inh	GASC-1 inh	core dimer inh	PP1 inh	PP5 inh	Yeast superoxide	ZTA DNA inh
- FC(F)(F)COc1nc(N2CCCCC2)nc(N2CCNCC2)n1
 : 0.9	-8.6	3.8	-4.5	-7.8	-1.6	1.0	99.3	-1.0
- Cc1nc2ccc([N+](=O)[O-])cc2c(=O)n1Cc1ccc(Cl)cc1
 : 1.2	-10.2	-1.2	-8.1	-2.6	3.5	2.5	93.9	-19.2
- COc1ccc(C2=NOC(C(=O)Nc3ccc(C)cc3)C2)cc1OC (stereo not drawn)
 : -0.1	0.3	-1.3	-5.0	0.8	0.5	0.7	95.9	4.8

# Other structures.
Molecule	TPT1 inh	EBNA-1 inh	Fh CTSL1 inh	GASC-1 inh	core dimer inh	PP1 inh	PP5 inh	Yeast superoxide	ZTA DNA inh
CCCCOc1ccc(C(=O)N2CCCC2)cc1	-2.7	-0.7	0.3	8.9	-5.7	1.0	-0.8	76.6	-15.8
CCC(COC(=O)Nc1cccc(C)c1)NC(=O)OCC(C)C (stereo not drawn)	-0.4	-10.1	-0.1	-4.5	-2.2	-1.9	3.3	97.1	-16.1
CCOc1ccc(NS(=O)(=O)c2ccc3ncsc3c2)cc1	-3.8	-3.9	-18.6	-2.3	1.8	0.4	3.7	97.5	-4.8
Cn1cc(CCNC(=O)CCc2nnc(CCCCc3ccccc3)o2)cn1	-6.6	-3.5	-3.1	-2.4	0.2	-7.9	0.1	105.5	11.0
COc1ccc(C2=Nc3cccc4cccc(c34)N2)cc1	-3.2	2.7	-1.3	?	-1.2	13.2	1.4	97.3	-16.7
CC(C)(C)NC(=O)CN(C(=O)c1csnn1)c1cccc2c1CCCC2	-1.4	-0.6	1.5	-0.4	1.4	-6.2	-2.2	105.2	15.6
Cc1ccc(S(=O)(=O)NCC(=O)N2CCOCCOCCOCC2)cc1	0.2	-1.2	-5.0	-0.2	-14.1	1.0	3.1	95.9	-16.9
CC(C)CCNC(=O)/C=C/c1ccc(Br)cc1	1.2	9.6	2.0	-3.3	4.7	0.7	0.2	106.9	14.0
Cc1c(-c2ccc(F)cc2)nc(N)c(C#N)c1-c1cccnc1	-0.8	-12.5	1.5	13.1	0.9	0.5	0.2	87.8	-7.5
Cc1ccc(Cn2nnc3c(=O)[nH]c(C4CCN(C(=O)Cc5cccs5)CC4)nc32)cc1	1.8	8.0	2.0	-45.4	7.1	1.4	0.2	92.4	0.7
COc1ccc(NC(=O)C(C)SCc2ccccc2)cc1 (stereo not drawn)	1.2	-0.5	0.3	-1.8	0.0	-4.3	0.5	99.5	9.7
CCNc1oc(COc2cccc(C)c2)nc1C#N	0.2	-2.6	-1.3	-11.0	-2.8	0.4	2.2	103.1	4.8
CN(C)c1ccc(NC(=O)CN2CCC(N3CCCCC3)CC2)cc1	-2.5	-2.1	2.5	81.7	-8.0	-1.3	-1.0	98.5	3.1
Cc1ccc(CNc2nc(N)c([N+](=O)[O-])c(NCc3ccccc3)n2)cc1	-3.0	4.1	1.3	8.2	3.2	0.4	0.1	102.1	-7.0
CC1CC(=O)Nc2ccccc2N1S(=O)(=O)c1cccs1 (stereo not drawn)	-1.3	1.4	0.4	2.3	0.7	-3.9	2.3	111.4	1.6
CCOCCc1nnc(NC(=O)c2ccc(OC)c(OC)c2)s1	0.2	4.6	13.2	48.5	0.3	7.3	-10.4	99.4	-14.3
NS(=O)(=O)c1ccc(NC(=O)COC(=O)Cc2ccc(Cl)cc2)cc1	-1.8	4.6	1.6	4.3	-1.6	-0.6	0.5	84.2	-7.8
Cc1c(OCC(=O)NCCCN2CCOCC2)ccc2c1oc(=O)c1ccccc12	-5.1	11.0	3.5	-2.1	-0.5	-4.5	-1.6	90.7	-13.0
C#CC(C)(CC)NC(=O)Cn1nnc(-c2ccc(S(C)(=O)=O)cc2)n1 (stereo not drawn)	3.4	-4.3	-2.7	23.6	-4.0	-2.3	-1.1	87.7	-1.8
Cc1ccc(OCC(=O)N/N=C\c2ccncc2)c(C)c1	-3.1	-13.8	-1.4	5.6	-4.6	2.2	-1.8	109.0	1.3
Cc1cccc(CCNC(=O)C2CCC(=O)N(Cc3ccc(Cl)cc3)C2)n1 (stereo not drawn)	-1.2	6.2	-0.4	4.2	-2.7	4.8	2.0	107.1	16.3
COc1ccc(-c2[nH]ncc2CN2CCC(C(=O)N3CCOCC3)CC2)c(F)c1	0.7	7.0	8.3	1.1	1.4	-5.2	-4.5	87.7	-14.6
COc1ccc(CN2CCN(CCc3ccccc3)C(CCO)C2)c(O)c1 (stereo not drawn)	-5.9	6.4	1.6	-7.4	-2.6	-1.0	-1.3	98.7	5.0
CCn1nc(C)c(CNCc2cn[nH]c2-c2cc3ccccc3o2)c1C	0.9	7.0	-2.0	-0.6	2.0	0.0	-3.6	112.2	-3.9
CC(=O)c1ccc2c(c1)C1C=CCC1C(c1ccncc1)N2 (stereo not drawn)	-7.2	-1.9	4.3	2.9	2.9	2.5	2.0	103.6	-29.2
COC(=O)c1ccc(COc2cc(O)c3c(c2)OC(C)(C)CC3=O)cc1	-5.3	4.4	-0.3	-1.9	6.5	0.4	2.4	99.8	-2.3
CCn1c(-c2ccccc2SC)n[nH]c1=S	1.7	5.4	-0.1	-1.6	-4.6	-3.0	-0.3	85.6	-6.2
COc1ccc(Cc2nnc(SCc3ccc([N+](=O)[O-])cc3)o2)cc1	4.5	-10.2	2.5	2.3	2.2	-3.6	0.4	107.4	-12.4
Cc1ccc(N=C2C(=O)Nc3ccc(Br)cc32)cc1	-4.8	-15.1	-1.8	2.1	6.9	-1.3	1.4	109.4	-0.2
O=C(Oc1ccc(/C=N/n2cnnc2)cc1)c1cccc([N+](=O)[O-])c1	-2.2	-8.3	0.7	-3.0	-0.4	-2.0	4.6	106.0	-3.5
CCOC(=O)/C(=N\Nc1ccccc1[N+](=O)[O-])c1csc(Nc2ccccc2)n1	1.2	1.4	1.6	-3.8	7.5	5.1	2.4	101.0	-1.4
CN(C)Cc1c(O)ccc2cc(-c3nc4ccccc4n3C)c(=O)oc12	-5.7	3.1	11.7	-14.7	-17.3	-12.5	1.4	95.4	-5.4
COCCCn1c(SCC(=O)N2CCOCC2)nc2ccccc2c1=O	-3.3	-0.7	-3.0	-12.7	10.6	-3.9	1.7	109.3	5.0
COc1ccc(/C=N/NC(=O)c2nn(-c3ccc(Cl)cc3)c(=O)c3c(N)scc23)cc1	-0.9	-9.1	8.8	9.7	39.7	17.1*	2.4	108.5	-10.5
O=C(CN(C(=O)CCC(=O)Nc1nccs1)c1ccccc1F)NCc1ccc(F)cc1	2.0	5.2	-2.5	-2.1	-0.2	-1.6	2.4	86.2	6.5
Cc1c(NC(=O)CN2C(=O)NC(C)(c3ccccc3Cl)C2=O)c(=O)n(-c2ccccc2)n1C (stereo not drawn)	-2.1	7.7	-0.5	0.9	3.7	-3.0	-0.5	96.9	4.1
C=C(C(=O)O)C(CCCCCC)C(=O)O (stereo not drawn)	-3.0	10.5	2.4	0.1	0.6	-2.2	0.3	79.7	-2.3
COc1ccc(N2CC(C(=O)Nc3cc(C)ccn3)CC2=O)cc1 (stereo not drawn)	-3.6	-5.3	-2.5	1.2	-3.2	-0.7	-1.7	113.7	-24.6
Cc1nnc(SCc2ccc(F)cc2Cl)s1	1.8	2.0	-2.6	2.8	-1.9	0.3	2.2	90.9	-10.6
CCOC(=O)c1ccc(NC(=S)N2CCSC2c2ccc(Cl)cc2)cc1 (stereo not drawn)	-4.6	-11.8	-0.9	-5.7	-2.8	0.5	2.7	115.0	-7.3
CCOc1cc(C2Nc3ccccc3C(=O)N2c2ccccc2)ccc1O (stereo not drawn)	-0.5	3.4	-1.6	1.5	1.6	0.6	1.1	97.7	1.4
CC1CCN(C(=O)CSc2nc3ccccc3[nH]2)CC1	-0.2	1.8	4.0	-7.6	-1.6	-0.6	-0.5	103.7	-12.0
CCn1c(SCC(=O)Nc2cccc(NC(=O)c3cccs3)c2)nnc1-c1ccncc1	-4.1	-4.8	-2.3	10.0	2.7	5.5	-4.5	104.7	-4.9

# From PubChem
